Compound activity deposited in PubChem by National Center for Advancing Translational Sciences (NCATS).
Pol eta inh – blocks human DNA polymerase eta activity; Potency, µM (highest dose often 114 µM), for inactives: top-dose activity change, negative = inhibition, actives largely listed as inhibitors; 390,000 compounds, 1.2% hits; recombinant Pol eta, fluorescent DNA replication assay; note: potency is the fitted concentration of half-maximal effect; % is set by controls: 0 for no effect and ±100 for the full control effect
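Pol eta at 10 nM preincubated with compounds 15 min at room temperature; reaction started with fluorescent substrate (50 nM final) and read kinetically at 0 and 10 min.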
RGS4 inh – blocks human RGS4-accelerated GTP hydrolysis; 390,000 compounds, 0.039% hits; Transcreener GDP fluorescence polarization, RGS4-accelerated GTP hydrolysis; Potency, µM (doses to about 114 µM), for inactives: at the highest dose activity change, negative = inhibition, usual class: inhibitors; P49798; note: potency is the fitted concentration of half-maximal effect; % is set by controls: 0 for no effect and ±100 for the full control effect; nearly all actives have a fitted effect of over 75% in size; some results filed as inactive show a strong effect at the top dose
Target sequence (P49798 whole entry, looked up): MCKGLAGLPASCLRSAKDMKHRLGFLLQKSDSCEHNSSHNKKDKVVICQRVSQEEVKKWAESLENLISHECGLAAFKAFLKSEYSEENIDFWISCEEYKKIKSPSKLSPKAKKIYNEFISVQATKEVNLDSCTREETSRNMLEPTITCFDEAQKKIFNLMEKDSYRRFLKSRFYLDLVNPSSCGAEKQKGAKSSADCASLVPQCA
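MLSMR compounds (23 nl, pin-transferred) preincubated 10 min at room temperature with a 500nM (2x) first reagent, then RGS4 at 900nM (2x) plus Transcreener GDP mix added; fluorescence polarization (620/688 nm) read before and after 90 min at 30 °C.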
Pol kappa inh – blocks human DNA polymerase kappa activity; Q9UBT6; purified Pol kappa, fluorescent DNA synthesis assay, 10 min; Potency, µM (doses to about 107 µM), for inactives: top-dose activity, negative = inhibition, most hits filed as inhibitors; 400,000 compounds, 0.53% hits; note: potency is the fitted concentration of half-maximal effect; % is set by controls: 0 for no effect and ±100 for the full control effect
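Kinetic fluorescence readout at 0 and 10 min followed reaction start with substrate at 50 nM final. Beforehand, enzyme (10 nM Pol kappa) stood 15 min with compound at room temperature; buffer-only wells were negative controls.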
Pol beta inh – inhibitors of human DNA polymerase beta | P06746 | Pol beta primer extension/strand displacement, fluorescence kinetic | Potency, µM (doses to about 114 µM), for inactives: top-dose activity change, negative = inhibition, actives largely listed as inhibitors | 340,000 compounds, 1.3% hits; note: potency is the fitted concentration of half-maximal effect; % is set by controls: 0 for no effect and ±100 for the full control effect
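Preincubation: enzyme (10 nM) with compound, 15 min, RT. Reaction: substrate added to 50 nM final. Reads: 0 and 10 min. Analysis: normalized, Hill fit.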
LDHA block – inhibitors of human lactate dehydrogenase A. purified LDHA, NADH/diaphorase-resazurin fluorescence; stronger effect = lower value. 480,000 compounds, 0.15% hits. activity change, % (values are at about 110 or 230 µM). P00338; in the data active = activity change below about -30%; inconclusive = mostly about -25% to -30%;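 note: plate controls were DMSO wells for no effect and wells without enzyme for full effect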
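Remaining NADH was detected by diaphorase (0.133 mg/mL) converting 37 µM resazurin to fluorescent resorufin, read at 0 and 20 minutes. The preceding 5-minute room-temperature reaction used 2 nM LDHA, 0.2 mM sodium pyruvate and 0.06 mM NADH at pH 7.4.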
ERG-DNA inh – ERG Ets/DNA interaction inhibition; Potency, µM (series often up to 76.9 µM), without a hit: at the top dose FP activity, negative = inhibition, actives largely listed as inhibitors; 370,000 compounds, 0.028% hits; fluorescence polarization, His-ERG Ets domain / labelled DNA; active = well fitted inhibition curve with a large enough effect in the polarisation, with a control signal flat; inconclusive = small, poorly fitted or top-dose-only effect, or effect the other way, or a change in a side signal; inactive = no such curve, though single readings can be large or run the other way; the % refers to the polarisation;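 note: polarization taken with two DNA probes labelled with fluorescein and Texas red; potency is the fitted concentration of half-maximal effect; % of control where 0% means no effect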
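His-tagged ERG Ets domain (1 uM in the protein solution; 300mM KCl, 50mM Tris-HCl, 1mM EDTA, 1mM DTT, pH 7.5) received compound, then a probe mix of 5 nM fluorescein-DNA and 100nM Texas-615-DNA. Fluorescence polarization was read for both dyes.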
Anesthetic bind – candidate novel general anesthetic via apoferritin binding. P02791. apoferritin/1-aminoanthracene competitive binding, fluorescence. Potency, µM (series often up to 77.5 µM), without a hit: top-dose activity change, negative = displacement, actives largely listed as inhibitors. 350,000 compounds, 0.074% hits. AID 485281; note: potency is the fitted concentration of half-maximal effect; % is set by controls: 0 for no effect and ±100 for the full control effect; nearly all actives have a fitted effect of over 20% in size
Target sequence (P02791 2-175 limits assumed): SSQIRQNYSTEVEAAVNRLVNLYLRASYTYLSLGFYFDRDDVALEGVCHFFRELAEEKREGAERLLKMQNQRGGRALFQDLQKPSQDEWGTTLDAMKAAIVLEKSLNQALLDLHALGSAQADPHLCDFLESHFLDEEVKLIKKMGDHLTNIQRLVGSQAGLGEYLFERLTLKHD
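Horse-spleen apoferritin (10 uM) was mixed with 50% saturated 1-aminoanthracene in PBS, exposed to compounds for 10 min at room temperature, and read for fluorescence (ex 380 nm, em 535 nm). Competitive displacement was fitted with a four-parameter Hill equation.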
APEX1 inh – APE1 (human) endonuclease inhibition. P27695. recombinant APE1, TAMRA/BHQ-2 abasic DNA cleavage fluorescence. Potency, µM (top dose mostly 65.8 µM), for the others: at the top dose activity change, negative = inhibition, most hits filed as inhibitors. 350,000 compounds, 0.35% hits. AID 2517;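 note: potency is the fitted concentration of half-maximal effect; plate controls were vehicle for no effect and reference inhibitor for full effect; nearly all actives have a fitted effect of over 55% in size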
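Step 1: APE1 (0.75 nM) with compound, 15 min RT. Step 2: add 50 nM fluorophore/quencher THF duplex. Step 3: three fluorescence reads 60 s apart (525/598 nm); read 3 minus read 1 = reaction progress.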
12-LOX inh – inhibitors of human 12S-lipoxygenase ALOX12 | purified 12hLO, xylenol orange hydroperoxide absorbance | Potency, µM (doses to about 108 µM), for inactives: top-dose activity change, negative = inhibition, hits mostly inhibitors | 580,000 compounds, 1.1% hits | AID 1671190 | P18054; note: potency is the fitted concentration of half-maximal effect; % is set by controls: 0 for no effect and ±100 for the full control effect
Target sequence (P18054 whole entry, looked up): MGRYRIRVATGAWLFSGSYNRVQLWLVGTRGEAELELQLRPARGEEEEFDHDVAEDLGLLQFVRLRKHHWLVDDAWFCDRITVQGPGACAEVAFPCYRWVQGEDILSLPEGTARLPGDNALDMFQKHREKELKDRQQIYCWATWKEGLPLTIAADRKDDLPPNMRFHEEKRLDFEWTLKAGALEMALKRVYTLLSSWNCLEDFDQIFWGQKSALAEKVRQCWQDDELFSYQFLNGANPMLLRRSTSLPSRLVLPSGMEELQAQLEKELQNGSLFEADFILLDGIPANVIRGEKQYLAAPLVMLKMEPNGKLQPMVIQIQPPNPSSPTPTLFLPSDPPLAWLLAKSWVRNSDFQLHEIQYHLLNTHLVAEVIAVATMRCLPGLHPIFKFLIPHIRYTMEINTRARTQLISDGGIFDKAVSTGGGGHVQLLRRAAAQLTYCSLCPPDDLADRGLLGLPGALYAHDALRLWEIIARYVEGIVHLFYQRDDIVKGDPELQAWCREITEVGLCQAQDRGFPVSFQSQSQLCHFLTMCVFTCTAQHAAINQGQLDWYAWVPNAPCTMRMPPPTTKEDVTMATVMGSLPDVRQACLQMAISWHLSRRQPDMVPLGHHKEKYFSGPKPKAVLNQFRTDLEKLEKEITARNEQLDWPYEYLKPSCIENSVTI
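Purified human 12hLO at 150 nM in 25 mM Hepes, 0.01% Triton X-100, pH 7.0, preincubated 15 min at room temperature with compound. Reaction started with 40 uM arachidonic acid, 30 min at room temperature. Hydroperoxide measured by Fe-xylenol orange, 573/405 nm absorbance ratio.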
An asterisk follows results filed as active; ? = inconclusive; . = no result given; & = joins results of further samples; [ ] = remark or other dose. Unless noted, calls come from the whole dose curve; as a rule, active = well fitted curve in the direction sought with a large enough effect; inconclusive = small, poorly fitted or top-dose-only effect, or another doubt; inactive = no such curve, though single readings can be large; an effect the other way counts as inactive or inconclusive. An excerpt, so the mix of outcomes need not match the whole.

compound	Pol eta inh	RGS4 inh	Pol kappa inh	Pol beta inh	LDHA block	ERG-DNA inh	Anesthetic bind	APEX1 inh	12-LOX inh
NC(=O)C(c1ccc(Br)cc1)c1ccc(C(=O)c2ccccc2)cc1 (centres undefined)	-20%	-7%[56.9 µM]	-1%	10%	0	-1%	?	-20%	9%
O=C(CCc1nnc(CCCCc2ccccc2)o1)NCCN1CCCCC1=O	-14%	18%	6%	-13%	-1	-3%	-19%	-1%	0%
CCCCN=C1SC(C(=O)Nc2sc3c(c2C(=O)OC)CCC3)C(N)=C1C(=O)N1CCOCC1 (centres undefined)	-7%	34%	-10%	.	-14	2%	.	.	-8%
CCOc1ccccc1N(CC(=O)Nc1ccc(S(=O)(=O)N2CCCC2)cc1)S(C)(=O)=O	-14%	-5%	-9%	23%	0	-3%	-13%	19%	-3%
COc1ccc(N2CCN(C(=O)C3CCCN(S(=O)(=O)c4ccc(C)cc4)C3)CC2)cc1 (centres undefined)	-25%	-4%	-5%	27%	-6	-6%	4%	-13%	-10%
O=C1CCCc2c1cc(-c1ccccc1)n2-c1ccccc1	-14%	-4%	-11%	19%	8	-5%	-23%	1%	11%
C[C@@]12CCC3[C@@](CCC4[C@@]3(C)CCC[C@@]4(C)C(=O)N3CCOCC3)(CC1=O)C2 (some centres undefined)	-5%	20%	-7%	.	-10	-1%	.	-3%	1%
O=C(N/N=C/c1ccc(F)cc1)c1ccccc1	-5%	-3%	0%	24%	-4	11%	-4%	18%	-10%
CC(=O)c1c(C)n([O-])c2cc(F)c(F)cc2[n+]1=O	-15%	-20%	-13%	21%	1&5	-2%	3%	-2%	4%&1%
O=C(NCc1cccnc1)c1nn(-c2ccccc2F)nc1CO	-9%	19%	-12%	1%	-8	-7%	2%	.	0%

Arranged by molar mass (lowest first): some entries from above.
compound	Pol eta inh	RGS4 inh	Pol kappa inh	Pol beta inh	LDHA block	ERG-DNA inh	Anesthetic bind	APEX1 inh	12-LOX inh
O=C1CCCc2c1cc(-c1ccccc1)n2-c1ccccc1	-14%	-4%	-11%	19%	8	-5%	-23%	1%	11%
O=C(CCc1nnc(CCCCc2ccccc2)o1)NCCN1CCCCC1=O	-14%	18%	6%	-13%	-1	-3%	-19%	-1%	0%
CCOc1ccccc1N(CC(=O)Nc1ccc(S(=O)(=O)N2CCCC2)cc1)S(C)(=O)=O	-14%	-5%	-9%	23%	0	-3%	-13%	19%	-3%

New compounds follow.
compound	Pol eta inh	RGS4 inh	Pol kappa inh	Pol beta inh	LDHA block	ERG-DNA inh	Anesthetic bind	APEX1 inh	12-LOX inh
COc1ccc(CNC(=O)CN(C(=O)c2csnn2)c2ccc(C(C)=O)cc2)cc1	-7%	-31%	-14%	19%	-2	6%	-9%	20%	6%
Cc1cccc(-n2cnc3c(c2=O)c2nc4ccccc4nc2n3Cc2ccco2)c1	?	?	-5%	40µM*	-2	6%	-2%	-1%	?
C/C(CC(=O)NC1C2CC3CC(C2)CC1C3)=N\NC(=O)Cc1cccs1 (centres undefined)	-3%	14%	-2%	27%	-1	5%	?	7%	21%
O=C(NNC(=O)C1CC(c2cccnc2)=NO1)Nc1cccc(F)c1 (centres undefined)	-21%	-10%	0%	0%	-1	-4%	-4%	-1%	0%
COc1cc(/C=N/NC(=O)c2sc3ccccc3c2Cl)ccc1OC(=O)c1ccc([N+](=O)[O-])cc1	5%	-1%[56.9 µM]	8%	?	-2	-4%	3%	-2%	-20%
COC(=O)c1c(Cc2ccccc2Cl)c[nH]c1C	-17%	-19%	-10%	11%	1	-2%	-23%	-2%	-20%
COc1cc(CC(=O)N2CCc3ccccc32)cc(OC)c1OC	-12%	-11%	4%	-12%	3	-4%	2%	-4%	0%
Cc1cc(C)n2nc(C(=O)OCC(=O)N3CCC3)nc2n1	-9%	-20%	-12%	0%	-11	0%	1%	-4%	1%
CCOc1ccc2ccccc2c1C(=O)N1CCOCC1	-15%	-13%	-23%	-1%	-1	3%	-4%	-1%	0%
CN(C)c1ccc(NC(=S)NCC2CCCO2)cc1 (centres undefined)	-11%	-32%	2%	26%	0	6%	-13%	-2%	-14%
COc1ccc(CCNC(=O)CSc2nncs2)cc1	-2%	12%	-5%	17%	1	2%	-8%	2%	8%
COc1ccc2[nH]c(C)c(CCNS(=O)(=O)c3cc(F)ccc3OC)c2c1	-8%	-21%	-7%	?	3	2%	-15%	.	?
O=C(Nc1nc(-c2ccccc2)cs1)NC1CCCCC1	-23%	-12%	-10%	-30%	1	1%	-10%	-5%	-24%
O=C(CCC1CCCN(C(=O)COc2ccccc2)C1)N1CCN(c2ccccn2)CC1 (centres undefined)	-24%	16%	6%	-14%	-3	4%	-6%	6%	-11%
Cc1ccc(S(=O)(=O)NC2(C(=O)O)CCCC2)cc1	-18%	24%	-3%	.	-5	8%	.	.	?
Cc1ccc(CN2CCNC(=O)C2CC(=O)NC2CCCCCC2)o1 (centres undefined)	-2%	-5%	-7%	47%	-1	2%	?	23%	-18%
CCOC(=O)N1CCC(NC(=O)c2ccc3c(c2)N(Cc2ccccc2C)C(=O)c2ccccc2S3=O)CC1 (centres undefined)	-7%	5%	-12%	0%	-2	-2%	-23%	.	-21%
COc1ccc(C(=O)/C=C2\NCC3c4ccccc4CCN3C2=O)cc1 (centres undefined)	-11%	11%[11.4 µM]	-11%	-2%	-8	-3%	-13%	16%	?
CC(C)CC(=O)Nc1ccc(C(=O)NNC(=S)NC(=O)C2CCCCC2)cc1	-13%	-47%	1%	12%	-1	.	-21%	0%	26%
COc1cc2ccc(=O)oc2c(CC=C(C)C)c1OC	-1%	23%	-7%	4%	2	5%	-10%	-11%	?
CCOCCCNC(=O)C1CCN(C(=O)c2cc3sccc3n2C)CC1	-10%	5%	-1%	2%	-17	-4%	-3%	.	-7%
CC(C)OCCCNC(=O)CN1C(=O)c2cccc3cccc1c23	2%	0%	-8%	32%[activator]	7	-14%	71%[activator]	17%	32%
CCCCNc1cc(C)nc(NCc2ccccc2)n1	-13%	-13%	-2%	-1%	-4	8%	?	-2%	.
CCOC(=O)c1ccc(NC(=O)CCNC(=O)c2ccc([N+](=O)[O-])cc2)cc1	-3%	0%	-3%	0%	-3	4%	-3%	10%	-2%
Cc1cccc(C)c1NC(=O)CSc1nnc(NC(=O)C2CC2)s1	-4%	-12%	5%	39%	-6	8%	-10%	-4%	13%
CC(=O)Oc1ccc2nc(-c3ccc(Br)o3)oc(=O)c2c1	-12%	-24%	11%	0%	-2	9%	1%	-16%	?
C#CCOCCOCCOCCNc1nc(N2CCN(C(=O)C([C@@H](C)CC)n3cc(C(N)COC(=O)C(F)(F)F)nn3)CC2)nc(N2CCN(C(=O)[C@H](Cc3cc4ccccc4[nH]3)n3cc(C(N)CO)nn3)CC2)n1 (some centres undefined)	-5%	-26%	8%	.	5	2%	.	.	.
CCOC(=O)c1sc(N)c(C(=O)OCC)c1C	-11%	-32%	-11%	-26%	-2	9%	-2%	-7%	?
O=C(NCc1ccc(Cl)cc1Cl)c1cccc(N2CCCS2(=O)=O)c1	1%	2%	-9%	3%	-6	0%	-14%	.	0%
COCCC(=O)Nc1ccc2c(c1)CN(C(=O)CCOC)CC2	-1%	17%	5%	-21%	-11	-3%	-12%	0%	15%
O=C(Nc1ccccc1O)/C(=C\c1ccccc1)NC(=O)c1ccccc1	2%	30%	-13%	-24%	-5	-6%	-20%	0%	-1%
CCOC(=O)C1=C(COC(=O)c2ccccc2OC)NC(=O)NC1C (centres undefined)	-1%	4%	-6%	.	-7	10%	.	30%	?
CCOc1ccc(N2C(=O)CC(Sc3nc4ccc(OCC)cc4s3)C2=O)cc1 (centres undefined)	-13%	?	-4%	.	-3	7%	.	.	0%
COc1ccccc1C1SCCN1S(C)(=O)=O (centres undefined)	-13%	-12%	-12%	13%	-6	1%	11µM*	-6%	4%
CC(C)=CC(=O)OCC(=O)NC(=O)NC(C)(C)C	6%	24%	4%	-5%	-10	-5%	-6%	5%	0%[57.4 µM]
CCN(C(=O)CSc1nnc(-c2ccc(F)cc2)c2ccccc12)C1CCS(=O)(=O)C1 (centres undefined)	-13%	20%	0%	0%	-2	12%	-22%	-1%	5%
COc1ccc(NC(=O)C2=C(C)Nc3c(C(=O)Nc4ccc(C)cc4)cnn3C2c2cc(OC)ccc2OC)cc1 (centres undefined)	-14%	-7%	-4%	-10%	-6	0%	2%	.	-19%
COc1ccc2c3c([nH]c2c1)C1CC2C(CC(O)C(OC)C2CO)CN1CC3 (centres undefined)	-13%	-5%	17%	34%	6	23%	58%[activator]	-5%	-12%
CSc1ccccc1C(=O)OCC(=O)NC1CCS(=O)(=O)C1 (centres undefined)	-14%	?	-23%	-25%	-8	1%	-3%	4%	-6%
